Vif-APOBEC3F blk: inhibitors of Vif-A3F interaction. Potency, µM (doses to about 46.1 µM), for the others: at the top dose activity, negative = active. AID 602313. HeLa A3F-eYFP + Vif (tagged APOBEC3F with the HIV-1 protein that degrades it), YFP fluorescence increase. 390,000 compounds, 0.2% hits; note: % of control where 0% means no effect; nearly all actives have a fitted effect of over 65% in size
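Fluorescence increase (Ex 488/Em 500-530) after overnight compound treatment at 37 deg C flags inhibition of Vif-driven A3F-eYFP loss in stable HeLa A3F-eYFP/Vif cells seeded overnight beforehand.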
ALOX12 inh: inhibitors of human 12S-lipoxygenase ALOX12; P18054; purified 12hLO, xylenol orange hydroperoxide absorbance; Potency, µM (top dose mostly 108 µM), without a hit: top-dose activity change, negative = inhibition, usual class: inhibitors; 580,000 compounds, 1.1% hits; AID 1671190; note: % is set by controls: 0 for no effect and ±100 for the full control effect
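Purified human 12hLO (150 nM final) in 25 mM Hepes, 0.01% Triton X-100, pH 7.0 was preincubated 15 min at room temperature with compound. Then 40 uM arachidonic acid was added, 30 min. Hydroperoxide was read by Fe-XO absorbance ratio 573/405 nm.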
Vif-A3G inh: inhibitors of Vif-APOBEC3G interaction. Q9HC16. AID 602310. HeLa A3G-eYFP + Vif (tagged APOBEC3G with the HIV-1 protein that degrades it), YFP fluorescence, overnight. 410,000 compounds, 0.076% hits. Potency, µM (doses to about 46.1 µM), for inactives: at the highest dose activity, negative = active, usual class: inhibitors;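 note: % is set by controls: 0 for no effect and ±100 for the full control effect; nearly all actives have a fitted effect of over 60% in size; hits raise eYFP signal because A3G escapes Vif-driven loss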
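HeLa cells stably expressing Vif and C-terminally eYFP-tagged A3G, seeded overnight at 37 deg C, then exposed to compound by pintool overnight at 37 deg C. Rise in yellow fluorescence (Ex 488/Em 500-530, Acumen) marks blocked Vif-driven A3G degradation.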
TrxR1 inh: rat TrxR1 inhibition; 390,000 compounds, 1% hits; O89049; recombinant rTrxR1, NADPH fluorescence consumption, selenite substrate; AID 588453; Potency, µM (top dose mostly 114 µM), for inactives: at the top dose activity change, negative = inhibition, usual class: inhibitors; note: % is set by controls: 0 for no effect and ±100 for the full control effect; nearly all actives have a fitted effect of over 65% in size
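Rat TrxR1 (90 nM in the dispensed reagent) was pre-reduced with 400 uM NADPH for 5 min at room temperature, then incubated with compound for 15 min. After 400 uM selenite was added, NADPH fluorescence (Ex 340/Em 450 nm) was followed for 8 min.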
TrxR1 substrate: substrates of rat thioredoxin reductase 1; purified TrxR1 substrate turnover, NADPH consumption readout; Potency, µM (doses to about 114 µM), for the others: at the top dose activity change, negative = substrate turnover; 390,000 compounds, 0.01% hits; note: % is set by controls: 0 for no effect and ±100 for the full control effect; nearly all actives have a fitted effect of over 50% in size
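Rat TrxR1, dispensed at 90 nM, was prereduced with 400 uM NADPH (final) for 5 min at ~22 deg C, then incubated with compound 15 min before 400 uM selenite. A first-read NADPH fluorescence drop versus no-compound background flagged substrates.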
RGS4 inhibitor: blocks human RGS4-accelerated GTP hydrolysis | P49798 | Transcreener GDP fluorescence polarization, RGS4-accelerated GTP hydrolysis | Potency, µM (series often up to 114 µM), for the others: top-dose activity change, negative = inhibition, actives largely listed as inhibitors | 390,000 compounds, 0.039% hits; note: % is set by controls: 0 for no effect and ±100 for the full control effect; nearly all actives have a fitted effect of over 75% in size; some results filed as inactive show a strong effect at the top dose
Target sequence (P49798 whole entry, looked up): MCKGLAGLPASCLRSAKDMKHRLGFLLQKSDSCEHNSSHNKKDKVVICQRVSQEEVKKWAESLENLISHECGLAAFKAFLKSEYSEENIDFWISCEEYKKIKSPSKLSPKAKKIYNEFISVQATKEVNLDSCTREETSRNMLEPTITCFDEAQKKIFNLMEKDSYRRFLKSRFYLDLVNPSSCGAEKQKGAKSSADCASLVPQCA
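MLSMR compounds (23 nl, pin-transferred) preincubated 10 min at room temperature with a 500nM (2x) first reagent, then RGS4 at 900nM (2x) plus Transcreener GDP mix added; fluorescence polarization (620/688 nm) read before and after 90 min at 30 °C.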
RXFP1 agonist: activates the human relaxin receptor RXFP1; Q9HBX9; HEK293T-RXFP1 cAMP TR-FRET, 30 min; response scale: percent of porcine relaxin response, buffer zero; Potency, µM (highest dose often 57.5 µM), without a hit: top-dose activation, usual class: activators; 370,000 compounds, 0.3% hits; AID 2676; note: % is set by controls: 0 for no effect and ±100 for the full control effect; nearly all actives have a fitted effect of over 60% in size; many of its hits are not listed in these tables
Target sequence (Q9HBX9 whole entry, looked up): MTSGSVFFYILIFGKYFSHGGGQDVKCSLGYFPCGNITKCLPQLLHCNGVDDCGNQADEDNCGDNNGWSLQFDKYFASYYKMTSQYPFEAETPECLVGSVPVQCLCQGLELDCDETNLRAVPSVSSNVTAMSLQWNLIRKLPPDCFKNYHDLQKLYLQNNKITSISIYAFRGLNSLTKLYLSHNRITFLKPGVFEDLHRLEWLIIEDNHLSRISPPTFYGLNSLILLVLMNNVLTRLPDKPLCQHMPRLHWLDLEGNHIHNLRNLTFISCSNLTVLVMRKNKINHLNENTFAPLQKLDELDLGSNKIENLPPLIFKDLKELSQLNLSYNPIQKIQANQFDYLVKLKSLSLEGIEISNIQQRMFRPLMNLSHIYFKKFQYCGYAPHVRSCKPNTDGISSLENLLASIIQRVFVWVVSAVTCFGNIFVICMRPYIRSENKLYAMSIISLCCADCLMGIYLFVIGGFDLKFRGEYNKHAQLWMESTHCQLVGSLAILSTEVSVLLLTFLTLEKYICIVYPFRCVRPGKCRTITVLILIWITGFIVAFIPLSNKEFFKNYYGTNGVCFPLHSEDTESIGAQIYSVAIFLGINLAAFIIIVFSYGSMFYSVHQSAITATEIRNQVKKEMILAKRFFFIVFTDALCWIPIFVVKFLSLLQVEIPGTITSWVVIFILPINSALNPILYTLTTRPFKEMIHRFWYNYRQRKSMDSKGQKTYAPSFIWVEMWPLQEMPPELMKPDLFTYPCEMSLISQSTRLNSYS
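Agonist response is measured as cAMP accumulation in an RXFP1-transfected HEK293T line under PDE4 inhibition. Values are scaled between buffer-only and 29 nM porcine relaxin, and EC50s come from standard Hill equation fits.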
USP1 inh: blocks the human USP1/UAF1 deubiquitinase complex; recombinant USP1/UAF1, Ub-Rhodamine cleavage fluorescence; Potency, µM (series often up to 57.1 µM), without a hit: at the highest dose activity change, negative = inhibition, most hits filed as inhibitors; 390,000 compounds, 0.23% hits; note: % is set by controls: 0 for no effect and ±100 for the full control effect; nearly all actives have a fitted effect of over 60% in size; inactives centre near -12
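In this screen, compounds sit with the deubiquitinase complex (1nM) for 15 min at room temperature before Ub-Rho is added at 150nM final. Fluorescence rise is then followed for 6 reads every 60 seconds.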
mIDH1 inhibitor: inhibitors of human mutant IDH1 R132H; AID 602179; IDH1-R132H enzyme, NADPH consumption, diaphorase/resazurin fluorescence; 390,000 compounds, 0.093% hits; O75874; Potency, µM (series often up to 76.6 µM), without a hit: at the top dose activity change, negative = inhibition, most hits filed as inhibitors; note: % is set by controls: 0 for no effect and ±100 for the full control effect; nearly all actives have a fitted effect of over 65% in size
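IDH1-R132H (0.5 ug/mL dispensed) in pH 7.5 Tris buffer was preincubated 30 min with compound, then given a substrate mix of 0.016 mM NADPH and 2 mM alpha-KG for 80 min at room temperature; remaining NADPH was read by diaphorase/resazurin fluorescence.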
Numbers without * were called inactive; i = inactive; ? = inconclusive; . = not tested or not shown; [ ] = another dose, or the depositor's remark. Calls come from the whole dose curve; as a rule, active = well fitted curve in the direction sought with a large enough effect; inconclusive = small, poorly fitted or top-dose-only effect, or another doubt; inactive = no such curve, though single readings can be large; an effect the other way counts as inactive or inconclusive. Potency is the fitted concentration of half-maximal effect. This is a subset; the hit share may differ from the screen's.

Value order: Vif-APOBEC3F blk, ALOX12 inh, Vif-A3G inh, TrxR1 inh, TrxR1 substrate, RGS4 inhibitor, RXFP1 agonist, USP1 inh, mIDH1 inhibitor
[1] CCOCCCNC(=O)C(NC(=O)C1CCC(=O)N1)c1ccc(C)cc1 (stereo not drawn)
→ -1%, 0%, 2%, 9%, 4%, 64%[activator], 1.8%, -4%, 0%
[2] CNC(=O)COC(=O)c1cc(-c2ccccc2)nn1-c1ccccc1
→ -2%, -5%, 0%, 13%, 4%, 6%, 0.9%, -7%, -4%
[3] CC(=O)c1c(O)cc(=O)n(-c2ccccc2)c1-c1ccc(C)cc1
→ 5%, 23%, 2%, 13%[57.1 µM], 3%[57.1 µM], -15%, -0.8%, 0%, 1%
[4] CCc1ccccc1NC(=O)C1COc2ccccc2O1 (stereo not drawn)
→ 1%, 0%, -6%, 11%[57.1 µM], 4%[57.1 µM], 6%, -1.3%, -1%, 0%
[5] CCOC(=O)c1cccc(NC(=O)CSc2nnc(C3CCCCC3)n2C)c1
→ 0%, 5%, 3%, -3%, -8%, -10%, 0.2%, -12%, 6%
[6] S=c1nc(Cc2ccccc2)[nH]c2ccccc12
→ 9%, i, -6%, -20%, -8%, -19%, 25%, -23%, -3%
[7] CC(C)Cn1c(SCC(=O)N2CCCc3ccccc32)nc2ccccc2c1=O
→ 1%, 6%, -7%, 1%, -7%, 0%, -0.4%, -8%, -17%
[8] COc1cc(C2CC(=O)Nc3c2c(=O)n(C)c(=O)n3C)cc(OC)c1OC (stereo not drawn)
→ 1%, 7%, 4%, -1%[57.1 µM], -13%[57.1 µM], 2%, -1.3%, -8%, -4%
[9] COC(=O)c1cccc(NC(=O)/C=C/c2ccc([N+](=O)[O-])cc2)c1
→ 15%, -3%, 0%, 21%, 5%[57.1 µM], 7%, -2.0%, -19%, 10%
[10] O=C(c1ccccc1)C(Cn1cncn1)C(Sc1ccccc1)c1ccccc1 (stereo not drawn)
→ -8%, -21%, -3%, 8%, 1%, -8%, 2.0%, -22%, 2%

(further entries)
Value order: Vif-APOBEC3F blk, ALOX12 inh, Vif-A3G inh, TrxR1 inh, TrxR1 substrate, RGS4 inhibitor, RXFP1 agonist, USP1 inh, mIDH1 inhibitor
[11] O=C1CC[C@@H]2CC(N3CCN(c4ccccc4)CC3)C[C@@H]3CCN1[C@H]23 (stereo partly drawn)
→ 3%, 6%, -2%, 31%, 3%, -14%, ., -18%, 2%
[12] CC(=O)Nc1ccc(CN(C)CC2CCCN(CCc3cccc(C(F)(F)F)c3)C2)cc1 (stereo not drawn)
→ 0%, 0%, 0%, 5%[57.1 µM], 5%[57.1 µM], 9%, -3.2%, -13%, 6%
[13] Cc1ccc(-n2nc(C)c3c(C(=O)O)cc(C)nc32)cc1
→ 1%, ?, -5%, 6%, 2%, -2%, -1.1%, -10%, -2%
[14] Cc1cccc(C)c1NC(=O)c1cnccn1
→ 13%, -18%, 3%, 10%, 8%[2.29 µM], -1%, 1.0%, -1%, 7%
[15] CCCNC(=O)c1cc(S(=O)(=O)N2CCCCC2)c[nH]1
→ 0%, ., 0%, 12%, 2%, 12%, -1.7%, -16%, -6%
[16] N#Cc1cc([N+](=O)[O-])ccc1N1CCN(c2ccccc2O)CC1
→ 9%, -13%, -4%, 15%[57.1 µM], -7%, -15%, -0.2%, -14%, 3%
[17] O=C(NNC(=O)c1ccccc1F)c1ccc(S(=O)(=O)N2CCCCC2)cc1
→ -10%, -8%, -6%, 6%, -2%, -7%, ., -16%, -7%
[18] O=C(Nc1cc(S(=O)(=O)N2CCOCC2)ccc1Cl)c1ccncc1
→ 3%, -5%, -2%, 12%[57.1 µM], 7%[57.1 µM], 4%, ., -19%, 3%
[19] CCn1c(=O)cc(SCC(=O)NCc2cccnc2)c2ccccc21
→ -7%, -3%, -7%, 10%, 10%, -5%, 5.1%, -11%, 2%
[20] CC(=O)c1ccc(S(=O)(=O)N2CCN(C(=O)CSc3ccc(C)c(C)c3)CC2)cc1
→ -12%, 0%, -3%, 6%, -1%, -12%, -1.4%, -27%, 2%

Following part:
Value order: Vif-APOBEC3F blk, ALOX12 inh, Vif-A3G inh, TrxR1 inh, TrxR1 substrate, RGS4 inhibitor, RXFP1 agonist, USP1 inh, mIDH1 inhibitor
[21] O=C(NCCCN1CCOCC1)c1cc(-c2ccc(Cl)cc2)on1
→ -2%, -21%, 2%, -22%, 7%, 5%, 1.1%, -9%, -1%
[22] C[C@@H]1CN([C@H](C)CO)C(=O)c2c(c3ccccc3n2C)-c2ccccc2CO[C@H]1CN(C)Cc1ccccc1
→ 0%, -19%, -10%, ., ., ., ., -17%, 14%
[23] Nc1nc(SCc2nc(-c3ccccc3)no2)[nH]c(=O)c1-c1ccccc1
→ -1%, 21%, 1%, -2%, -4%, 14%, 2.4%, -3%, -4%
[24] O=C(CC1C(=O)NCCN1Cc1ccccc1C(F)(F)F)NC1CCCCC1 (stereo not drawn)
→ 7%, -13%, 4%, ?, 5%, 21%, -0.8%, -8%, -3%
[25] COc1ccccc1N1Cc2ccc(OC)c(OC)c2C1=O
→ ?, -2%, -4%, 1%, 0%, -15%[56.9 µM], -0.7%, -17%, 9%
[26] CCn1c(N)c(C(=O)NCCOC)sc1=S
→ -26%, ?, -9%, -1%, -4%, -39%, -0.4%, -8%, 4%
[27] O=C(O)c1cc(S(=O)(=O)NCCN2CCNC2=O)ccc1O
→ -6%, 3%, 1%, 1%, 25%, 50%, -1.6%, -13%, -2%
[28] Cc1ccc(NC(=O)CSc2nc(N)cc(=O)[nH]2)cc1S(=O)(=O)N1CCOCC1
→ -5%, -3%, 1%, 17%, -3%, -12%, -0.3%, 0%, 5%
[29] Cc1ccc(OCC(=O)Nc2ccncc2)cc1C
→ 1%, 17%, 0%, ., ., ., ., -21%, 1%
[30] Cc1ccc(C)n1/N=C1/NC(=O)CS1
→ -5%, -23%, -9%, ?, -14%, -52%, 6.1%, -27%, -3%

The list continues.
Value order: Vif-APOBEC3F blk, ALOX12 inh, Vif-A3G inh, TrxR1 inh, TrxR1 substrate, RGS4 inhibitor, RXFP1 agonist, USP1 inh, mIDH1 inhibitor
[31] CN(Cc1nc(-c2ccncc2)no1)S(=O)(=O)c1ccc(Br)cc1
→ 4%, ?, 0%, 6%, 7%, 3%, 0.1%, -21%, 4%
[32] CCCCOc1ccc(-c2nnc(-c3ccncc3)o2)cc1
→ 1%, -24%, 1%, -1%, 35%[activator], 8%, 0.1%, -24%, -4%
[33] Cc1nnsc1NC(=O)OCC(C)(C)C
→ 11%, -9%, 0%, 4%[57.1 µM], 6%[57.1 µM], 41%, -0.3%, 4%, 0%
[34] CCCn1c2ccccc2c2cnn(CC(=O)NCCCOC(C)C)c(=O)c21
→ 1%, -4%, 14%, 25%, 29%, -16%, 8.3%, -11%, 4%
[35] O=C(O)CSc1nnc(-c2ccncc2)n1CCc1ccccc1
→ -7%, 9%, 0%, 9%, -2%, 11%, 0.0%, -11%, -3%
[36] COc1ccccc1NC(=O)Cn1ccn(-c2cccc3ccccc23)c(=O)c1=O
→ 6%, -10%, -20%, 8%, -2%, -2%, 1.7%, -17%, 4%
[37] Cc1ccc(-n2c(=O)c3oc4ccccc4c3n(Cc3ccccc3F)c2=O)cc1C
→ 2%, -27%, 8%, 29%, 6%, -9%, 2.4%, -6%, -13%
[38] COCCCN(Cc1ccco1)C(=O)Cn1ncc2c(=O)oc3ccc(C)cc3c21
→ 1%, 12%, -1%, 15%, 10%, 3%[11.4 µM], 3.6%, -23%, 1%
[39] CN1/C(=C\C(=O)COC(=O)c2ccco2)C(C)(C)c2ccccc21
→ -2%, -2%, -5%, 18%, 5%, 15%, -1.5%, -25%, 3%
[40] COc1ccccc1N1CCN(Cc2ccc(-c3ccccc3[N+](=O)[O-])o2)CC1
→ 3%, -26%, -1%, 0%, -3%, 6%, 0.8%, -13%, 5%

(listing goes on)
Value order: Vif-APOBEC3F blk, ALOX12 inh, Vif-A3G inh, TrxR1 inh, TrxR1 substrate, RGS4 inhibitor, RXFP1 agonist, USP1 inh, mIDH1 inhibitor
[41] N#CCOc1coc(CN2CCN(c3ccccc3)CC2)cc1=O
→ 1%, 7%, 3%, 6%, 7%, 3%, -2.4%, -9%, 10%
[42] CCOc1ccc(C2CC(=O)NC(SCC(=O)OC)=C2C#N)cc1 (stereo not drawn)
→ 3%, -10%, -3%, 3%, 2%, -4%, 1.5%, ?, 1%
[43] COc1cccc2sc3cc(C#CC4(O)CCCCC4)ccc3c(=O)c12
→ -4%, -29%, ?, -15%[57.1 µM], 8%, -26%, ., ?, 9%
[44] COc1ccc(CCN2CC(C(=O)NCCc3cccnc3)CCC2=O)cc1 (stereo not drawn)
→ 0%, ., 1%, 12%, 5%, 9%, 3.0%, -7%, 2%
[45] c1ccc(-n2nnnc2N2CCOCC2)cc1
→ 1%, 5%, 0%, 27%[57.1 µM], 4%[57.1 µM], -42%, -1.3%, -20%, 4%
[46] COc1cccc(-c2ccc(C#N)c(SCC(=O)NCCc3cccc(Cl)c3)n2)c1
→ -11%, -15%, 0%, 11%, 20%, -23%, ?, 12%, 0%
[47] Cc1cccn2c(=O)c(C=O)c(N3CCCCC3)nc12
→ 9%, 3%, -1%, -1%[57.1 µM], -3%, -15%, 6.0%, 3%, -2%
